# Assay outcomes deposited in PubChem by several laboratories.
# Tat transport: E. coli Tat transport inhibition | E. coli MC4100 TorA-mCherry Tat export, fluorescence | inhibition, % at 10 µM | actives 0.036% (n = 340,000) | AID 488895;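 active means mean replicate inhibition at least 50% and at least half of replicates individually reaching 50%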;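 further: exported cargo escapes ClpAP degradation while cytoplasmic cargo is degraded and loses fluorescence; 0% = median of neutral control wells and 100% = median of NaSCN control wells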
# MITF act: increases MITF-driven TRPM1 promoter luciferase signal | activation, % at 12.5 µM | SK-MEL-5 TRPM1-promoter luciferase, 24 h; % of positive control, neutral wells = 0 | AID 588334 | actives 0.75% (n = 300,000);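 active means mean activation of at least 80% with every replicate also reaching 80%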;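 further: 0% = neutral control wells and 100% = parthenolide positive control wells; values of inactives mirror those of a sister screen read the other way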
# CAL PDZ FP-1: inhibitors of human CAL PDZ peptide binding; Q9HD26; purified CAL PDZ, TMR-peptide fluorescence polarization, 1 h; inhibition, % at 24.9 µM; actives 0.92% (n = 300,000); AID 602252;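 active means mean inhibition of at least 30% with at least half of replicates also reaching 30%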;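 further: 0% = DMSO neutral control and 100% = excess unlabeled competitor peptide PRC23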
# E coli growth: counter-screen for AddAB inhibitors: E. coli growth inhibition; E. coli V3065 growth, OD600 absorbance, 18 h; inhibition, % at 11.9 µM; actives 0.27% (n = 330,000);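 active means inhibition above the campaign's mean inhibition across all tested compounds plus 3 SD, cut at about 9.9% in these data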;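 further: uninfected addAB+ strain grown without phage in ampicillin broth; 0% = DMSO wells and 100% = ciprofloxacin 0.95 µg/ml wells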
# AddAB inh: less growth of phage-infected E. coli with AddAB | AID 435030 | actives 0.29% (n = 330,000) | E. coli expressing H. pylori AddAB, absorbance growth | inhibition, % at 11.9 µM; in the data active means inhibition above about 12%;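 further: 0% = vehicle wells of infected cells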
# Wnt bcat act: Wnt/beta-catenin pathway activation; Wnt/beta-catenin reporter cell assay, activator, plate reader; activation, % at 9.35 µM; actives 1.2% (n = 300,000); in the data active means activation above about 30%, passing the limit was not always enough;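 further: 0% = neutral control wells and 100% = positive control wells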
# SR-BI HDL uptake: mouse SR-BI HDL lipid transfer inhibition | inhibition, % at 12.5 µM | Q61009 | ldlA[mSR-BI] CHO cells, DiI-HDL uptake fluorescence, 3 h | actives 0.96% (n = 320,000) | AID 488896;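 active means mean replicate inhibition of at least 70% and a set share of replicates each scoring 70 or more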;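 further: 0% = median of neutral control wells and 100% = median of positive control wells; values of inactives mirror those of a sister screen read the other way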
# Target sequence (Q61009 whole entry, looked up): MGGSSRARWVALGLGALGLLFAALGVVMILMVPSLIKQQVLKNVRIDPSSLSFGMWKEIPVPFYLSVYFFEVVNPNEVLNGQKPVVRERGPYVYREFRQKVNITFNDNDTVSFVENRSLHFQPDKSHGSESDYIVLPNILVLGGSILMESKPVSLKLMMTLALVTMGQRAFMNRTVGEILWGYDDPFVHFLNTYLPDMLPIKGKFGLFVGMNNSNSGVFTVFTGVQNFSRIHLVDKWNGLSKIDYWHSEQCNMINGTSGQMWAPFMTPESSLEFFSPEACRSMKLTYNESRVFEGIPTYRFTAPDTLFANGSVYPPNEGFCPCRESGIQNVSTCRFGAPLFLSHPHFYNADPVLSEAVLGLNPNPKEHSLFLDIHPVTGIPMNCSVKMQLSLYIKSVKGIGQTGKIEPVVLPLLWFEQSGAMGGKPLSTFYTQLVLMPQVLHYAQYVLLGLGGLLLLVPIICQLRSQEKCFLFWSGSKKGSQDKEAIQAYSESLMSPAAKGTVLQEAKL
# SR-BI uptake up: activators of SR-BI mediated HDL lipid uptake; CHO ldlA[mSR-BI] cells, DiI-HDL uptake fluorescence, 3 h; 100 = double the neutral-control signal; activation, % at 12.5 µM; actives 0.096% (n = 320,000); AID 504775;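 active means mean replicate activation of at least 60% and every replicate at or above 60%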;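 further: 0% = median plate neutral-control signal and 100% = twice that signal; values of inactives mirror those of a sister screen read the other way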
#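 Test system: SR-BI-overexpressing, LDLR-lacking CHO cells; Medium: Ham's F12 with 0.5% BSA, HEPES 25 mM, pH 7.4; Schedule: 3 h, 37 °C; Technique: bottom-read fluorescence, 550/595 nm.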
# CAL PDZ FP-2: inhibitors of human CAL PDZ peptide binding; inhibition, % at 20 µM; AID 504414; purified CAL PDZ, TMR-peptide fluorescence polarization, 1 h; Q9HD26; actives 0.02% (n = 330,000);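 active means highest replicate inhibition of at least 40%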;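 further: plate controls were DMSO neutral control wells for no effect and unlabeled competitor peptide control wells for full effect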
#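 Material: tagged CAL PDZ protein CerCALP, purified; buffer or medium: sodium phosphate/NaCl buffer pH 7.4 with TCEP, IgG, Thesit; also added: fluorescent TMR peptide probe; schedule: 1 h incubation at room temperature before polarization reading; technique: fluorescence polarization from S- and P-plane intensities, G-factor corrected; control set: unlabelled peptide and DMSO controls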
# phage Ecoli inh: E. coli growth loss with phage present; growth absorbance; inhibition, % at 11.9 µM; actives 0.26% (n = 360,000); in the data active means inhibition above about 11%
# * hit, by the source's call; nt = not tested or not shown.
SMILES,Tat transport,MITF act,CAL PDZ FP-1,E coli growth,AddAB inh,Wnt bcat act,SR-BI HDL uptake,SR-BI uptake up,CAL PDZ FP-2,phage Ecoli inh
O=C(CSc1ccc(-c2ccco2)nn1)NC1CCCC1,11.6,-2.5,3.9,-0.3,-0.7,-0.5,nt,nt,-2.2,1.3
CC(Oc1ccc(C(=O)c2ccccc2)cc1)C(=O)N1CCOCC1 (centres undefined),-2.3,2.6,-1.1,1.0,-0.7,-1.1,4.3,-4.3,-1.1,1.9
Cc1cc(NC(=O)CSc2nnc(-c3c[nH]c4ccccc34)n2-c2ccc(F)cc2)no1,16.2,10.4,nt,-1.9,-2.7,-1.6,56.0,-56.0,-0.2,-0.7
O=C(Nc1nc2ccccc2n1CCN1CCOCC1)c1cn(-c2ccccc2)nc1-c1ccccc1,-0.3,-35.5,-25.6,5.8,8.6,-1.1,35.7,-35.7,-3.0,0.0
CCOc1cccc(N(C(=O)CNC(=O)c2ccco2)C(C(=O)NCC2CCCO2)c2ccccc2)c1 (centres undefined),8.8,nt,-4.0,-0.8,2.5,0.1,nt,nt,-3.3,-0.4
Cn1c(SCC(=O)N2CCCC2)nc2cccnc21,-2.9,4.5,1.8,-0.9,2.9,-0.8,-3.0,3.0,-0.6,2.9
O=C(Cn1cncn1)NCCCc1ccccc1,-1.7,5.7,6.3,0.8,1.9,-0.4,7.6,-7.6,-0.4,-0.6
Cc1ccc(NC(=O)C2CCN(S(=O)(=O)c3ccc4c(c3)oc(=O)n4C)CC2)cc1,-3.7,-4.6,-3.2,0.5,1.5,0.0,-3.6,3.6,-2.8,3.6
CN(c1ccccc1)c1ncnc2c1ncn2C,3.7,7.6,1.1,nt,nt,11.4,-12.9,12.9,0.1,-0.3
CC(=O)CCC(=O)c1ccc2ccccc2c1,-4.0,45.1,-1.6,1.6,1.6,2.7,-3.2,3.2,-2.4,3.9
CNC(=O)N(C1=NCCCCC1)c1ccc(Br)cc1,-2.3,0.4,-1.5,2.3,4.0,10.4,-4.2,4.2,-0.2,1.3
CCCCn1c(C)cc(/C=C(\C#N)C(=O)O)c1C,12.8,6.0,1.4,0.0,2.9,-3.0,-54.5,54.5,0.4,1.9
COc1ccc(CNC(=O)CSc2nnc(NC(=O)C3CC3)s2)cc1,11.0,nt,-4.0,-0.7,3.8,1.0,nt,nt,-3.4,1.9
COc1ccc(N2CCN(C(=O)COc3ccc4c(C)c(C)c(=O)oc4c3C)CC2)cc1,0.4,6.7,-2.9,-0.5,1.5,nt,-2.1,2.1,-1.0,nt
CC(O)CNc1nc2c(c(=O)n(Cc3cccc(Cl)c3)c(=O)n2C)n1C (centres undefined),-5.9,nt,-8.3,-0.3,-3.1,-1.5,-7.1,7.1,0.4,2.5
CC1CC(C)CN(C(=O)COC(=O)CNS(=O)(=O)/C=C/c2ccccc2)C1 (centres undefined),1.2,4.2,-3.7,-0.7,-2.2,-1.8,8.2,-8.2,-3.0,0.0
Clc1ccccc1-c1ncnc2ccc(Br)cc12,7.8,-0.1,0.5,3.0,2.0,-1.1,1.3,-1.3,-0.6,2.5
CCOC(=O)/C(=N\Nc1cc(Cl)ccc1Cl)N1CCN(C)CC1,4.6,-0.6,15.8,1.4,-0.7,-4.7,7.6,-7.6,-0.6,2.9
COC(=O)Cn1c(=N)n(CCN2CCCCC2)c2ccccc21,2.9,2.4,-1.2,2.7,3.5,nt,-33.3,33.3,0.8,3.2
Cn1cccc1C1CCCN1CC(=O)Nc1ccc(F)c(F)c1F (centres undefined),5.4,3.7,-0.8,0.4,0.7,-3.5,-8.0,8.0,0.3,0.1
Nc1nc(SCc2ccc(Cl)cc2Cl)ns1,9.3,nt,-2.1,0.4,-0.7,5.7,-10.2,10.2,-1.5,3.7
COc1ccc(N(C)S(=O)(=O)c2cccc(C(=O)Nc3cc(OC)ccc3OC)c2)cc1,0.0,17.5,-3.1,-0.2,1.6,-1.1,51.2,-51.2,-0.6,4.4
CCOC(=O)C1CCCCN1C(=O)/C(=C/c1ccc(OC)cc1)c1ccc(OC)c(OC)c1 (centres undefined),17.0,-3.4,-34.6,-1.5,0.9,-2.0,10.9,-10.9,-2.8,0.6
CC1CC(=O)C2=C(C1)Nc1ccccc1N=C2 (centres undefined),5.8,-4.9,nt,-0.3,0.3,nt,-6.0,6.0,-0.8,0.4
COc1ccc(CNC(=O)Cc2ccc(OC)c(S(=O)(=O)N3CCOCC3)c2)cc1,3.6,-11.4,-4.0,-1.1,0.5,-4.8,10.2,-10.2,-0.5,-2.4

# The final 6 compounds of the section above come first, to join the parts.
SMILES,Tat transport,MITF act,CAL PDZ FP-1,E coli growth,AddAB inh,Wnt bcat act,SR-BI HDL uptake,SR-BI uptake up,CAL PDZ FP-2,phage Ecoli inh
Cn1cccc1C1CCCN1CC(=O)Nc1ccc(F)c(F)c1F (centres undefined),5.4,3.7,-0.8,0.4,0.7,-3.5,-8.0,8.0,0.3,0.1
Nc1nc(SCc2ccc(Cl)cc2Cl)ns1,9.3,nt,-2.1,0.4,-0.7,5.7,-10.2,10.2,-1.5,3.7
COc1ccc(N(C)S(=O)(=O)c2cccc(C(=O)Nc3cc(OC)ccc3OC)c2)cc1,0.0,17.5,-3.1,-0.2,1.6,-1.1,51.2,-51.2,-0.6,4.4
CCOC(=O)C1CCCCN1C(=O)/C(=C/c1ccc(OC)cc1)c1ccc(OC)c(OC)c1 (centres undefined),17.0,-3.4,-34.6,-1.5,0.9,-2.0,10.9,-10.9,-2.8,0.6
CC1CC(=O)C2=C(C1)Nc1ccccc1N=C2 (centres undefined),5.8,-4.9,nt,-0.3,0.3,nt,-6.0,6.0,-0.8,0.4
COc1ccc(CNC(=O)Cc2ccc(OC)c(S(=O)(=O)N3CCOCC3)c2)cc1,3.6,-11.4,-4.0,-1.1,0.5,-4.8,10.2,-10.2,-0.5,-2.4
CCc1ccc(Nc2cc(C)nc3nc(C)nn23)cc1,-8.7,-2.9,1.6,-0.5,1.9,0.2,-9.9,9.9,0.3,4.5
COc1ccccc1NS(=O)(=O)c1ccc(C)c(NC(=O)c2c(C)noc2C)c1,-2.5,3.1,nt,0.2,0.9,-3.7,8.2,-8.2,0.1,3.2
CCOC(=O)C1C(=O)OC(C)(C)C1C(C)C(=O)c1ccc(C)cc1 (centres undefined),-3.8,nt,1.4,0.4,1.6,0.9,8.4,11.1,-1.1,1.6
CC(C)c1ccc(OCC(=O)Nc2cccc3c2CCCC3)cc1,1.7,13.3,-4.0,0.4,1.7,nt,15.7,-15.7,-1.2,3.0
O=C(Nc1cccc2ccccc12)NC1Cc2ccccc2C1,-1.7,nt,nt,-0.4,2.1,0.3,1.6,-1.6,-1.7,5.2
Cn1nnc(NC(=S)NC(=O)c2ccccc2)n1,2.6,-2.7,-3.0,0.4,-0.9,-1.9,-16.1,16.1,-2.8,1.8
Cc1cccc(NC(=O)CSCC(=O)Nc2ccc(N3CCOCC3)cc2N2CCOCC2)c1,-2.4,nt,89.1*,nt,nt,4.9,35.2,-35.2,0.0,0.1
COc1ccc(C(=O)C2CCCN(C(=O)c3cc4nc(C)cc(C)n4n3)C2)cc1F (centres undefined),-1.1,7.4,-0.2,1.0,1.7,nt,-15.1,15.1,0.2,3.9
O=C(CSCc1ccco1)NC1CCCC1,2.7,11.8,-0.9,1.3,2.6,6.4,10.9,-10.9,0.4,2.5
O=C(NCCc1c[nH]c2ccccc12)/C(=C\c1cccnc1)NC(=O)c1ccccc1Br,-5.6,-13.0,nt,-0.3,1.2,-0.8,-10.1,10.1,-0.7,-0.3
O=C(COc1ncnc2ccc(Br)cc12)Nc1ccc(N2CCOCC2)cc1,9.7,-2.4,-0.5,-0.7,-1.6,-3.9,23.4,-23.4,-0.6,1.7
Nc1nc(-c2ccccc2)ns1,-5.8,-6.1,-3.6,nt,nt,-3.4,-14.6,14.6,-0.4,1.9
COc1cc(C2C3C(C)N(C)C(=O)N(C)C3N(C)C(=O)N2C)ccc1O (centres undefined),-0.2,-4.5,-4.6,1.5,3.7,nt,-4.3,4.3,-1.5,-0.1
CCOC(=O)N1CCN(C(=O)c2ccc(CS(=O)(=O)c3c(Cl)cccc3Cl)o2)CC1,8.4,4.7,nt,0.3,1.9,-3.9,16.7,-16.7,-0.1,0.1
COc1ccc(/C=C(/NC(=O)c2ccccc2Cl)C(=O)O)cc1,-6.0,2.2,-6.8,-5.5,1.9,47.0*,-11.7,11.7,-1.8,2.2
O=C(Cn1nc2n(c1=O)-c1ccccc1SC2)N/N=C/c1ccncc1,-2.5,nt,-2.0,-1.7,1.3,-1.7,0.0,0.0,0.0,-0.5
CCOc1ccc(-c2nc(CSCC(=O)NC3CC3)c(C)o2)cc1,-3.2,-21.4,7.9,0.8,1.7,nt,-3.3,3.3,-0.8,nt
O=C(COc1ccccc1[N+](=O)[O-])N1CCC(Cc2ccccc2)CC1,0.3,7.9,5.1,-0.7,2.8,-0.5,0.6,-0.6,nt,3.1
O=[N+]([O-])c1cccc(C=NN2CCCCCC2)c1,10.0,52.5,nt,nt,nt,-2.0,-17.2,17.2,0.2,0.5
CCC(C(=O)OCC(=O)Nc1ccc(SC(F)F)cc1)c1ccccc1 (centres undefined),17.6,-5.8,-6.5,nt,nt,-9.8,7.0,-7.0,-3.2,1.6
Cc1ccc(CS(=O)Cc2ccc(C(=O)NC3CCCCC3)o2)cc1 (centres undefined),17.3,-8.6,-6.1,0.7,5.4,-1.6,2.6,-2.6,-0.7,0.4
CCOc1ccc2nc(NC(=O)C3CCN(S(=O)(=O)c4cnc[nH]4)CC3)sc2c1,4.5,-1.5,-5.4,-2.4,4.8,-2.2,-10.2,10.2,-0.3,1.2

# Pulled by structure from above (two):
SMILES,Tat transport,MITF act,CAL PDZ FP-1,E coli growth,AddAB inh,Wnt bcat act,SR-BI HDL uptake,SR-BI uptake up,CAL PDZ FP-2,phage Ecoli inh
Cn1nnc(NC(=S)NC(=O)c2ccccc2)n1,2.6,-2.7,-3.0,0.4,-0.9,-1.9,-16.1,16.1,-2.8,1.8
O=C(CSCc1ccco1)NC1CCCC1,2.7,11.8,-0.9,1.3,2.6,6.4,10.9,-10.9,0.4,2.5
